NadD inh: inhibitors of Staphylococcus aureus NadD; purified NadD enzyme, colorimetric absorbance read-out; inhibition, % at 20 µM; 360,000 compounds, 0.78% hits; AID 602399; in the data active means inhibition above about 26%; further: some compounds past the cut are filed as inactive
SKN-1 block: inhibitors of C. elegans SKN-1. inhibition, % at 21.8 µM. C. elegans VP596 Pgst-4::GFP/RFP ratio, acrylamide-induced, 24 h. 360,000 compounds, 0.49% hits. AID 624304;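 active means interference check ratio from 0.5 to 1.5 plus GFP to RFP signal ratio inhibition reaching or exceeding a fixed threshold, cut at about 30% in these data, passing the limit was not always enough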; further: some compounds called inactive have numbers as strong as hits
Scp-1 inhibitor: inhibitors of human Scp-1 phosphatase | 340,000 compounds, 0.88% hits | Q9GZU7 | Recombinant Scp1, phosphopeptide, malachite green phosphate absorbance | inhibition, % at 20 µM;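 active means inhibition above about 50% at 20 µM, limit read from the data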;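 further: plate controls were DMSO wells with enzyme for no effect and wells lacking enzyme for full effect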
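Test system – truncated SCP-1 phosphatase (76-261aa) · Reagent – Phosphorylated 17-residue peptide substrate · Incubation – 45 min room-temperature reaction, 5 min colour, 30 min stabiliser · Detection – colorimetric phosphate reagent with accelerator and stabiliser, absorbance at 630 nm · Measure – % inhibition at 20 µM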
Rpn11 block: blocks the human proteasome subunit Rpn11 | AID 588493 | calls only at 20 µM | 360,000 compounds, 0.59% hits | human 26S proteasome, Ub4-pepOG fluorescence polarization; 20S core pre-blocked with epoxomicin;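 active means inhibition at 20 µM, scaled to each plate's controls, above about 33%, limit read from the data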
SUMO1-SIM PPI: modulators of human SUMO1-mediated protein-protein interactions; SUMO1 binding to a labelled peptide, TR-FRET, 1 h; inhibition, % at 20 µM; 360,000 compounds, 0.33% hits; AID 602429; in the data active means inhibition above about 37%
NRP1-CendR mod: NRP-1/CendR interaction modulation | O14786 | FAM-RPARPAR peptide binding to NRP-1, fluorescence polarization | inhibition, % at 25 µM | 360,000 compounds, 0.85% hits | AID 602438;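 active means inhibition or corrected inhibition above about 18%, plus a signal ratio from 0.5 to 1.5, limit read from the data, passing the limit was not always enough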; further: strong numbers were not always called active
Target sequence (O14786 whole entry, looked up): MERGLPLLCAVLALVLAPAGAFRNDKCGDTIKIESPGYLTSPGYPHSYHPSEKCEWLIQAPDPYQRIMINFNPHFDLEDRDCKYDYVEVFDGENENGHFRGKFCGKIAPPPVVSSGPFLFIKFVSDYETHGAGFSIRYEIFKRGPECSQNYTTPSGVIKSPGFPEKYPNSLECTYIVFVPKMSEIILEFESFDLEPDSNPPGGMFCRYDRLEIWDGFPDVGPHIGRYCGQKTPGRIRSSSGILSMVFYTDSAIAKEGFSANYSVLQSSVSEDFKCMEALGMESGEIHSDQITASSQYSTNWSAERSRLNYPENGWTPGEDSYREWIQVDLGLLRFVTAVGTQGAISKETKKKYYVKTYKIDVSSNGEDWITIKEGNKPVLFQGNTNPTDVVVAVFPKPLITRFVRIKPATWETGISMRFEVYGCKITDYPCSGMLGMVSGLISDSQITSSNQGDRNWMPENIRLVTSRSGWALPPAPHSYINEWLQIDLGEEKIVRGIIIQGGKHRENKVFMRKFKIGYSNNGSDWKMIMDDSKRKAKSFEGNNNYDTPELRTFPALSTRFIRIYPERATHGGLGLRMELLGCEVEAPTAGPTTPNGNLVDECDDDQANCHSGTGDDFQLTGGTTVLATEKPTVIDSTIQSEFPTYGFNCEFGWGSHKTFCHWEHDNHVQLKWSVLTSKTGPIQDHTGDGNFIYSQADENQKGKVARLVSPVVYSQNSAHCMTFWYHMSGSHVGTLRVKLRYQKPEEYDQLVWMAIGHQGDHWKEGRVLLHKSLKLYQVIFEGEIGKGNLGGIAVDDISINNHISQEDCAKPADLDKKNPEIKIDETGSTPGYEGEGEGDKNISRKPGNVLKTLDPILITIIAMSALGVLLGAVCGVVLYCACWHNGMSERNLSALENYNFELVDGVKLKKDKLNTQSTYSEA
LMPTP block: blocks human LMPTP phosphatase; P24666; recombinant LMPTP-A, OMFP fluorogenic substrate, fluorescence intensity; inhibition, % at 20 µM; 360,000 compounds, 0.22% hits; AID 651560;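 active means compounds that cut the enzyme signal by at least half of the control window in the single-dose screen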;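 further: plate controls were DMSO wells with enzyme plus substrate for no effect and substrate without enzyme for full effect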
Target sequence (P24666 whole entry, looked up): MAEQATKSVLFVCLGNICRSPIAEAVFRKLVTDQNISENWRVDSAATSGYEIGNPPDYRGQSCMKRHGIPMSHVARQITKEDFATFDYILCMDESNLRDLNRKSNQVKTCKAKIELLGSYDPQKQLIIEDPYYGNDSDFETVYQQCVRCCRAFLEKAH
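Assay system: LMPTP-A phosphatase enzyme | Input: 0.625 nM enzyme | Also added: Fluorogenic phosphatase substrate OMFP at 400 µM final | Compound dosing: One test concentration per compound, 20 µM, with 3% DMSO overall | Schedule: 50 min enzyme reaction at room temperature, protected from light | Signal: Fluorescence intensity | Benchmarks: no-enzyme and uninhibited controls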
DNMT1 inh: DNMT1 (human) enzyme inhibition; DNMT1 molecular beacon, Hinp1I cleavage, fluorescence; AID 588458; inhibition (reported as % activation of signal), % at 10 µM; P26358; 360,000 compounds, 0.83% hits; in the data active means inhibition above about 50%
STEP block: blocks human striatal-enriched tyrosine phosphatase; P54829; recombinant STEP, OMFP fluorogenic substrate, fluorescence; inhibition, % at 20 µM; 360,000 compounds, 0.25% hits; AID 588621;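 active means inhibition at 20 µM, scaled per plate between control wells, above about 37%, limit read from the data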;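 further: 0% = DMSO with enzyme and substrate and 100% = substrate only without enzyme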
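Assay system: isolated STEP enzyme. Buffer or medium: pH 6.0 Bis-Tris with DTT and Tween 20. Also added: fluorogenic phosphatase substrate OMFP at 25 µM final. Dosing: 20 µM, 1% DMSO. Timing: 20 min reaction, room temperature, in the dark. Measured by: fluorescence intensity, excitation 480 nm, emission 540 nm. Evaluation: normalized % inhibition.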
MT1-MMP act inh: inhibitors of human MT1-MMP activation. HT1080 RFP-PRO-GFP cells, GFP/RFP ratio fluorescence, overnight; percent of plate control window, DMSO zero. GFP/RFP ratio change, % at 20 µM. 360,000 compounds, 0.061% hits. AID 651647;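 active means GFP/RFP ratio change of at least 30% with cell ATP level not reduced by more than half and red fluorescence within 50% of control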; further: strong numbers were not always called active
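Assay system: RFP-PRO-GFP reporter HT1080 cells; read-out basis: GFP/RFP fluorescence ratio; benchmarks: DMSO wells and RFP-L50D-GFP cells; doses: 20 µM single dose, 1% DMSO; schedule: overnight cell settling, then overnight compound exposure, 37 °C, 5% CO2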
Active calls of the source: *; i = inactive; x = not tested or not shown. Hits appear at their usual frequency; any-hit rate near 3.9%.

SMILES | NadD inh | SKN-1 block | Scp-1 inhibitor | Rpn11 block | SUMO1-SIM PPI | NRP1-CendR mod | LMPTP block | DNMT1 inh | STEP block | MT1-MMP act inh
Oc1ccc(N2CCN(C(c3ccccn3)c3nnnn3C3CCCC3)CC2)cc1 (stereo not drawn) | 1 | 5 | -5 | i | -5 | -5 | 0.1 | -3 | -3 | -1
O=C(NC1CCCCC1)NC1(C(=O)N2CCN3CCCC3C2)CCCCC1 (stereo not drawn) | -1 | -12 | -13 | i | -1 | 12 | -2.1 | -3 | 2 | -2
Cc1ccccc1NC(=O)NNC(=O)c1ccc2ccccc2c1 | -1 | 7 | 1 | i | -1 | 12 | -1.5 | -1 | 4 | -1
CCCOC(=O)c1ccc(Oc2c(-c3ccc(O)cc3O)n[nH]c2C)cc1 | 1 | -8 | -3 | i | 4 | -2 | 3.9 | -10 | -1 | 4
C[C@@H]1CN([C@H](C)CO)C(=O)c2cccc(NC(=O)Nc3ccc(F)cc3)c2O[C@H]1CN(C)C(=O)Nc1ccc(C(F)(F)F)cc1 | -11 | 0 | -9 | i | 3 | 6 | 1.2 | -9 | 2 | 2
CC(=O)C(C(C)=O)c1c(Cl)c(O)c(O)c2c(C(=O)c3ccccc3)coc12 | 1 | 11 | -18 | i | -6 | 12 | 2.5 | -9 | 18 | -16
CN(Cc1ccccc1)C(=O)c1nc[nH]c1C(=O)N1CCN(c2ccccc2)CC1 | -2 | 18 | -2 | i | -2 | 9 | -1.4 | 6 | -2 | 4
C=CCNC(=O)C(C)N1c2cccc3cccc(c23)S1(=O)=O (stereo not drawn) | 1 | 18 | 0 | i | -10 | -1 | -1.5 | -3 | 0 | -2
CN(C)c1ccc(NC(=O)c2ccc(N3CCOCC3)nc2)cc1 | 0 | 8 | 16 | i | -1 | -12 | 0.4 | -5 | 2 | 5
COP(=O)(OC)C(Nc1cc(Cl)cc(Cl)c1)c1cccc(O)c1 (stereo not drawn) | -7 | 0 | 3 | i | 4 | 4 | 0.1 | 1 | -1 | -1
COc1ccc(Cn2c(C)nc3oc4cc(OC)ccc4c(=O)c3c2=O)cc1 | 3 | -15 | -4 | i | 6 | -21 | 0.7 | -3 | 0 | -8
C/C(N)=C(/C#N)C(=O)COC(=O)c1oc2ccccc2c1COC(C)C | -5 | 0 | 6 | i | -1 | -8 | -0.9 | 0 | -4 | 1
CC(C)NC(=O)N(C)C[C@H]1Oc2ncc(Br)cc2C(=O)N([C@H](C)CO)C[C@@H]1C | 2 | -10 | x | i | 4 | 6 | -1.7 | 2 | 12 | -2
COc1cc(C=Nc2ccccc2C(=O)Nc2ccccc2)cc(OC)c1OC | 2 | -5 | 2 | i | -2 | -6 | 0.9 | 5 | -2 | -1
CC(=O)c1sc(NC(=O)CN2C(=O)NC3(CCCC3)C2=O)nc1-c1ccccc1 | -2 | 19 | -4 | i | -24 | -4 | -1.8 | -1 | -2 | 3
COc1cc(C(CC(=O)O)n2cnnn2)ccc1OC(C)C (stereo not drawn) | -2 | -6 | 1 | i | 4 | 8 | 0.0 | -3 | -4 | 3
O=C(CSCCO)Nc1ccc(C23CC4CC(CC(C4)C2)C3)cc1 | -14 | 3 | -13 | i | -1 | -13 | 2.7 | 1 | -1 | 2
CCc1cccc(NC(=O)c2cccc(S(=O)(=O)N3CCN(C)CC3)c2)c1 | 1 | 1 | -1 | i | -2 | 9 | 0.3 | 1 | -1 | 2
COc1ccc(-c2cc(=O)c3c(O)c(OC)c(O)cc3o2)cc1 | 0 | 4 | 1 | i | -3 | -3 | -0.2 | 2 | 0 | 9
COc1ccc(C(=O)CNc2ccc3ccccc3c2)cc1 | -3 | 0 | -4 | i | -13 | -16 | 3.1 | -24 | 2 | -11
CC(C)(C)[C@@H]1CCC(=O)N(CC[C@H](Sc2ccccc2)c2ccccc2)CC1 | -3 | -3 | 4 | i | 2 | 11 | 12 | -2 | 2 | -8
C/C(=N\NS(=O)(=O)c1ccccc1)c1ccccc1 | 2 | -1 | -7 | i | -1 | -2 | 0.0 | 1 | 1 | 11
Cc1ccc2nc(-c3ccccc3)c(Cc3ccccn3)n2c1 | 0 | -6 | x | i | 6 | -29 | 0.8 | 5 | -3 | -4
COc1ccc(N2C(=O)CC(N3CCOCC3)C2=O)cc1 (stereo not drawn) | 0 | -17 | -11 | i | -3 | 6 | 0.3 | -2 | -2 | 0
C=CCOc1ccc(C(=O)/C=C2/C(=O)Nc3ccccc32)cc1 | -3 | 1 | -5 | i | 1 | 10 | 0.6 | -3 | 1 | -13
OC[C@H]1O[C@@H](c2nc(-c3nc(-c4ccc(F)cc4)no3)cs2)[C@H](O)[C@@H](O)[C@H]1O | 2 | -8 | x | i | 6 | 0 | -2.1 | 1 | -1 | 1
S=c1[nH]nc(-c2ccccc2)c2ccccc12 | -1 | 7 | -3 | i | -8 | -2 | -1.8 | -4 | 1 | -4
CCc1nnc(SCC(=O)Nc2ccc3c(c2)OCO3)o1 | -2 | 8 | -3 | i | 1 | 8 | -0.8 | -2 | -2 | -2
Cc1ccc(S(=O)(=O)NCCSc2nnnn2-c2ccccc2)cc1 | -4 | -3 | -10 | i | 1 | 3 | -1.2 | -5 | -1 | 0
CN(C(=S)NC(=O)Cc1ccccc1)c1ccccc1 | -3 | -15 | -9 | i | 1 | -7 | 0.6 | 1 | 3 | -1

Entries listed so far that contain an aryl methoxy group:
SMILES | NadD inh | SKN-1 block | Scp-1 inhibitor | Rpn11 block | SUMO1-SIM PPI | NRP1-CendR mod | LMPTP block | DNMT1 inh | STEP block | MT1-MMP act inh
COc1ccc(Cn2c(C)nc3oc4cc(OC)ccc4c(=O)c3c2=O)cc1 | 3 | -15 | -4 | i | 6 | -21 | 0.7 | -3 | 0 | -8
COc1cc(C=Nc2ccccc2C(=O)Nc2ccccc2)cc(OC)c1OC | 2 | -5 | 2 | i | -2 | -6 | 0.9 | 5 | -2 | -1
COc1cc(C(CC(=O)O)n2cnnn2)ccc1OC(C)C (stereo not drawn) | -2 | -6 | 1 | i | 4 | 8 | 0.0 | -3 | -4 | 3
COc1ccc(-c2cc(=O)c3c(O)c(OC)c(O)cc3o2)cc1 | 0 | 4 | 1 | i | -3 | -3 | -0.2 | 2 | 0 | 9
COc1ccc(C(=O)CNc2ccc3ccccc3c2)cc1 | -3 | 0 | -4 | i | -13 | -16 | 3.1 | -24 | 2 | -11
COc1ccc(N2C(=O)CC(N3CCOCC3)C2=O)cc1 (stereo not drawn) | 0 | -17 | -11 | i | -3 | 6 | 0.3 | -2 | -2 | 0

(listing goes on)
SMILES | NadD inh | SKN-1 block | Scp-1 inhibitor | Rpn11 block | SUMO1-SIM PPI | NRP1-CendR mod | LMPTP block | DNMT1 inh | STEP block | MT1-MMP act inh
Cc1ccc(C(C(=O)Nc2ccc3c(c2)OCO3)N(C)C(=O)/C=C\c2ccc3c(c2)OCO3)cc1 (stereo not drawn) | 10 | 10 | -10 | i | -5 | -8 | 2.9 | -8 | -2 | -33
NC(Cc1ccc(C(F)(F)F)cc1)c1csc(NC(=O)Nc2ccccc2)n1 (stereo not drawn) | 14 | -8 | x | i | -33 | -11 | 0.7 | -32 | 4 | 10
c1csc(-c2nc(-c3ccncc3)no2)c1 | 0 | 47* | -1 | i | -3 | -1 | -0.1 | 1 | -3 | -3
COc1cc2c(cc1OC)[C@@H](NC(=O)CCc1ccccc1)[C@H](O)C2 | 3 | -8 | 12 | i | -2 | -8 | -2.2 | 2 | 0 | 0
Cc1ccnc(Nc2nc(-c3ccc(O)cc3)cs2)c1 | 3 | -5 | -6 | i | 8 | 2 | 0.0 | -22 | -4 | 6
CCOC(=O)c1c(NC(C)=O)sc2c1CCN(Cc1ccccc1)C2 | 4 | 1 | -17 | i | 0 | -8 | -0.5 | 2 | 1 | -2
O=C(CN1CCN(CCO)CC1)Nc1ccccc1 | -8 | -11 | -3 | i | 0 | -10 | -5.5 | 2 | -4 | 0
CC1CCN(CC(=O)Nc2ccccc2Sc2ccccc2)CC1 | -3 | -2 | -5 | i | 2 | -1 | -0.6 | 3 | 0 | 0
O=C(CSC(=S)N1CCCC1)N1CCN(S(=O)(=O)c2cccc([N+](=O)[O-])c2)CC1 | 0 | -24 | 6 | i | -29 | 5 | 0.8 | 0 | 6 | 1
CCOc1cccc(=O)c2c(C)n(Cc3ccccc3)c(C)c12 | -5 | 0 | -7 | i | -1 | -2 | -2.4 | -3 | 0 | -2
Nc1nc(=O)n(C2CCCO2)cc1Br (stereo not drawn) | -2 | 8 | 22 | i | -9 | -20 | -1.0 | 4 | -3 | 4
CN1CCN(c2ccc(NC(=O)c3ccc(C#N)cc3F)cc2Cl)CC1 | -6 | -7 | 0 | i | 4 | 2 | 1.1 | -1 | 1 | -2
CCCCOC(=O)CCn1[nH]c(=O)c2ccccc2c1=O | 7 | 9 | -7 | i | -1 | -2 | -1.0 | 2 | 1 | 5
CCCC(=O)c1cc2c(cc1NC(=O)CC)OCCO2 | -1 | 1 | -6 | i | 1 | 4 | -0.1 | -3 | -1 | 0
O=S(=O)(c1ccc(F)cc1)N1CCN(CCOc2ccccc2)CC1 | 0 | 10 | -15 | i | -1 | 9 | -1.8 | -5 | -1 | -5
COc1ccc(C(C)NCCC(c2ccc(OC(C)C)cc2)c2ccccc2OC)cc1 (stereo not drawn) | 1 | -3 | -2 | i | -15 | -4 | 0.8 | 1 | 5 | -11
c1ccc(COc2cccc(-c3cc4nc(NCc5ccc6c(c5)OCO6)ccn4n3)c2)cc1 | 4 | 17 | x | i | -2 | -22 | 8.1 | -30 | -1 | -7
Cc1ccc(-c2nnc(-c3ccc(Br)cc3)o2)o1 | -9 | 26 | -8 | i | -4 | -4 | 0.7 | 0 | 0 | -9

Sorted by number of heavy atoms (descending): some entries from above.
SMILES | NadD inh | SKN-1 block | Scp-1 inhibitor | Rpn11 block | SUMO1-SIM PPI | NRP1-CendR mod | LMPTP block | DNMT1 inh | STEP block | MT1-MMP act inh
c1ccc(COc2cccc(-c3cc4nc(NCc5ccc6c(c5)OCO6)ccn4n3)c2)cc1 | 4 | 17 | x | i | -2 | -22 | 8.1 | -30 | -1 | -7
COc1ccc(C(C)NCCC(c2ccc(OC(C)C)cc2)c2ccccc2OC)cc1 (stereo not drawn) | 1 | -3 | -2 | i | -15 | -4 | 0.8 | 1 | 5 | -11
CN1CCN(c2ccc(NC(=O)c3ccc(C#N)cc3F)cc2Cl)CC1 | -6 | -7 | 0 | i | 4 | 2 | 1.1 | -1 | 1 | -2
